M5 ag: human M5 muscarinic receptor agonists, primary screen, CHO-K1 cells, Fluo-8 calcium fluorescence; CHO-K1 hM5 cells; 0% DMSO wells, 100% maximal acetylcholine response; actives 0.19% (n = 360,000); Muscarinic acetylcholine receptor M5 (Homo sapiens), P08912; AID 624037, 2012; activation, % at 3 µM;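 active = activation above the run's mean over test compounds plus 3 SD, cut at about 23% in these data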;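 note: signal is peak over basal fluorescence ratio across the kinetic read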
Target sequence (P08912 whole entry, looked up): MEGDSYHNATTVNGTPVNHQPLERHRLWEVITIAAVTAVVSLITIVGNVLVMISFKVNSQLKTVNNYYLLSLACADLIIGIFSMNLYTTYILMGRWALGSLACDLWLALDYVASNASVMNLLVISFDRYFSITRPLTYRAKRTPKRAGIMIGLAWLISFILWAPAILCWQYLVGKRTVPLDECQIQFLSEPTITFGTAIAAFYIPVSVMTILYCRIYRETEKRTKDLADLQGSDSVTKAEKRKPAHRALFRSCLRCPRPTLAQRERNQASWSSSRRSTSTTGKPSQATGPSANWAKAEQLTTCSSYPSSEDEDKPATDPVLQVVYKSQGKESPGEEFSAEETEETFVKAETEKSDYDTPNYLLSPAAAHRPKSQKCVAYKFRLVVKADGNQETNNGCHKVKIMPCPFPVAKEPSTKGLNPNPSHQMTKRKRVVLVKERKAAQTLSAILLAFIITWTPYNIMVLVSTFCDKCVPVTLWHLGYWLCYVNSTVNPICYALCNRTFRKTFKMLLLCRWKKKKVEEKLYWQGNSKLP
CHRM5 PAM: human M5 muscarinic receptor positive allosteric modulators, primary screen, CHO-K1 cells, Fluo-8 calcium fluorescence. Muscarinic acetylcholine receptor M5 (Homo sapiens), P08912. CHO-K1 hM5, ACh EC20 PAM; 0% = ACh EC20, 100% = ACh EC100. activation, % at 3 µM. actives 0.3% (n = 360,000). AID 624038, 2012;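 active = activation above the run cutoff, the mean activation of all test compounds plus 3 SD, cut at about 18% in these data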
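Assay system – human M5 receptor in CHO-K1 cells · Read-out – % activation, ACh-normalized · Technique – Fluo-8 calcium fluorescence · Dosing – single-point, 3 µM nominal · Incubation – Fluo-8 loading 80 min at 37 °C plus 30 min room temperature · Repeats – singlicate, one well per test compound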
CHO-K1 Ca PAM: nonselective calcium activators in parental CHO-K1 cells, primary screen, counter-screen for M1 PAM project, cell-based, Fluo-8 calcium fluorescence, full deck, 1536-well; ATP EC20; 0% at ATP EC20, 100% at ATP max; activation, % at 3 µM; actives 0.02% (n = 360,000);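 active = activation above the run cutoff, the mean activation of all test compounds plus 3 SD, cut at about 40% in these data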;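 note: peak over basal fluorescence ratio in a 140 s read after ATP addition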
CHO-K1 Ca antag: counter-screen for M1 antagonists: effect in parental CHO-K1 cells. ATP-induced calcium, Fluo-8 fluorescence. actives 0.6% (n = 360,000). inhibition, % at 3 µM;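 active = inhibition above a per-plate cutoff, the plate's mean sample inhibition plus 3 SD, cut at about 24% in these data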;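 note: 0% = DMSO plus EC80 ATP and 100% = DMSO alone without ATP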
M4 ag: human M4 muscarinic receptor agonists, primary screen, CHO-K1 cells, Fluo-8 calcium fluorescence; Muscarinic acetylcholine receptor M4 (Homo sapiens), P08173; CHO-K1 hM4/Gqi5; vehicle 0%, full acetylcholine response 100%; activation, % at 3 µM; actives 0.14% (n = 360,000); AID 624127, 2012;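 active = activation above the run mean over all test wells plus 3 SD, cut at about 32% in these data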;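 note: peak over basal fluorescence ratio per well then scaled between controls; 0% = DMSO wells and 100% = acetylcholine at EC100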
Target sequence (P08173 whole entry, looked up): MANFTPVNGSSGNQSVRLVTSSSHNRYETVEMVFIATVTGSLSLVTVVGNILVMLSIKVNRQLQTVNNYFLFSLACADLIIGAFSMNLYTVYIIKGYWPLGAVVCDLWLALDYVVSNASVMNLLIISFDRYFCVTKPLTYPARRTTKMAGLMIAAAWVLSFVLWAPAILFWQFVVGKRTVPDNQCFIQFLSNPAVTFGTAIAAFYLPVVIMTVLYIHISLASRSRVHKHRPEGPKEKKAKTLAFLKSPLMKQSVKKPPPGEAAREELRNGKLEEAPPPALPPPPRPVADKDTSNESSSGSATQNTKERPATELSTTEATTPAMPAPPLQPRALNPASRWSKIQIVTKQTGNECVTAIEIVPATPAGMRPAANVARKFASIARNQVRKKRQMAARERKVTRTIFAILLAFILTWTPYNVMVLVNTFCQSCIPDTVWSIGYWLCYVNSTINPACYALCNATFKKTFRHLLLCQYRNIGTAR
CHRM5 antagonist: human M5 muscarinic receptor antagonists, primary screen, CHO cells, Fluo-8 calcium fluorescence. AID 624040, 2012. inhibition, % at 3 µM. Muscarinic acetylcholine receptor M5 (Homo sapiens), P08912. CHO-hM5 cells, ACh EC80. actives 0.59% (n = 360,000);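 active = inhibition above a per-plate cutoff, the mean of that plate's test compounds plus 3 SD, cut at about 27% in these data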;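 note: 0% = acetylcholine EC80 with DMSO and 100% = DMSO without agonist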
M4 PAM: human M4 muscarinic receptor positive allosteric modulators, primary screen, CHO-K1 cells, Fluo-8 calcium fluorescence; AID 624126, 2012; activation, % at 3 µM; CHO-K1 hM4/Gqi5, ACh EC20; 0% = ACh EC20, 100% = maximal ACh; actives 0.4% (n = 360,000); Muscarinic acetylcholine receptor M4 (Homo sapiens), P08173;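 active = activation above its plate's cutoff, the mean activation of sample wells plus 3 SD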; note: some results filed as inactive read as strong as hits
CHRM4 antagonist: human M4 muscarinic receptor antagonists, primary screen, CHO cells, Fluo-8 calcium fluorescence; Muscarinic acetylcholine receptor M4 (Homo sapiens), P08173; CHO-hM4 cells, ACh EC80; inhibition, % at 3 µM; actives 0.73% (n = 360,000);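 active = inhibition above its plate's cutoff, the mean inhibition of sample wells plus 3 SD, cut at about 27% in these data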;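 note: 0% = acetylcholine EC80 with DMSO and 100% = DMSO without agonist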
CHO-K1 Ca ag: counter-screen for M1 agonists: effect in parental CHO-K1 cells; AID 602248, 2012; activation, % at 3 µM; actives 0.48% (n = 360,000); Fluo-8 calcium fluorescence; scaled to maximal ATP response, vehicle zero; in the data active = activation above about 15%;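 note: untransfected CHO-K1 host cells lacking M1 receptor as counterscreen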
* marks the source's active call; other numbers are inactive results; . = no result given.

Screens in order: CHO-K1 Ca PAM	M5 ag	CHO-K1 Ca antag	M4 PAM	CHRM5 antagonist	CHRM5 PAM	M4 ag	CHO-K1 Ca ag	CHRM4 antagonist
CCOc1cc(C(=O)Nc2cc(C)ccn2)cc(OCC)c1OCC
  17	-6	2	-2	-1	6	2	1.2	-3
Cc1cc(C)c(-n2c(SCCS(=O)(=O)c3ccc(F)cc3)n[nH]c2=O)c(C)c1
  -6	3	-3	-9	12	-12	2	2.2	6
Cc1ccc(C)c2[nH]c(=O)c(C(c3nnnn3C(C)(C)C)N3CC=C(c4ccc(F)cc4)CC3)cc12 (stereo unspecified)
  18	-4	-14	-1	-6	0	3	1.5	-9
CCOc1cc(C(=O)Nc2cc(C)ccc2C)ccc1OCC(=O)N1CCCCC1
  -12	-2	11	7	1	2	2	0.9	-8
CCN(CC(=O)Nc1cc(Cl)ccc1C)C(=O)c1cc([N+](=O)[O-])ccc1N1CCOCC1
  -29	-4	-6	1	6	-3	4	1.3	-13
c1ccc2c(c1)nnn2-c1ncnc2sccc12
  -2	2	-2	4	3	6	1	0.5	0
COc1ccc(C(=O)C(C)OC(=O)c2nc3nccc(C)n3n2)cc1 (stereo unspecified)
  -14	2	-5	4	0	0	0	0.1	6
CCn1nc(C(=O)Nc2nc3ccccc3[nH]2)c2ccccc2c1=O
  18	-2	-6	-1	6	-6	7	7.3	-12
Cc1ccc(OCCNC(=O)CNC(=O)c2ccc(Cl)c([N+](=O)[O-])c2)cc1
  11	0	-25	-5	4	-5	4	1.3	0
CN(CC(=O)N1CCN(c2ccccc2)CC1)S(=O)(=O)c1cccs1
  -11	-2	17	3	3	-6	2	-0.3	-1
COc1ccccc1C(c1c(O)nc(SC)[nH]c1=O)c1c(O)nc(SC)[nH]c1=O
  1	-2	-11	1	11	1	0	0.4	0
CCOC(=O)CNC(c1ccccc1)c1cc(Br)ccc1NC(=O)CCN1CCOCC1 (stereo unspecified)
  13	0	4	-9	1	0	4	1.1	8
Cc1nn(CC(=O)OC(C)C(=O)Nc2ccccc2[N+](=O)[O-])c(C)c1[N+](=O)[O-] (stereo unspecified)
  3	-2	-3	-6	4	-4	1	0.4	5
CCn1c(CC(=O)Nc2ccc(F)cc2)nnc1SCC(=O)N1CCOCC1
  -15	-1	14	5	-9	11	1	0.3	-2
CCC1CCc2sc(C(=O)N(C)CC(=O)Nc3ccc(N4CCOCC4)cc3)cc2C1 (stereo unspecified)
  -1	1	9	3	2	-1	1	-0.3	-16

Next part (2 carried over from the part before).
Screens in order: CHO-K1 Ca PAM	M5 ag	CHO-K1 Ca antag	M4 PAM	CHRM5 antagonist	CHRM5 PAM	M4 ag	CHO-K1 Ca ag	CHRM4 antagonist
CCn1c(CC(=O)Nc2ccc(F)cc2)nnc1SCC(=O)N1CCOCC1
  -15	-1	14	5	-9	11	1	0.3	-2
CCC1CCc2sc(C(=O)N(C)CC(=O)Nc3ccc(N4CCOCC4)cc3)cc2C1 (stereo unspecified)
  -1	1	9	3	2	-1	1	-0.3	-16
CNC(=O)c1ccccc1Sc1ccccc1C#N
  -14	-2	15	5	-6	-4	1	0.3	9
Cc1ccc(SCC(=O)N2CC(C)OC(C)C2)cc1 (stereo unspecified)
  5	2	-2	-2	3	-2	0	-0.4	-2
CC(C)N=C(Nc1ccc(Cl)cc1)c1cccnc1
  18	-4	-9	1	-5	4	1	1.8	-4
CCOC(=O)C1=C(C)NC(=O)NC1c1c(OCC(=O)N2CCCCC2)ccc2ccccc12 (stereo unspecified)
  17	2	-6	-3	1	-6	2	0.7	-6
O=C(CCNS(=O)(=O)c1ccc(Br)cc1)NCc1cccs1
  18	0	-13	5	0	8	2	-0.1	1
O=C(NCCCN1CCCC1=O)Nc1ccccc1F
  -23	-5	11	1	18	-2	1	0.3	4
O=C(O)c1ccc(-c2nnn(Cc3ccccc3F)n2)cc1
  11	4	-6	-3	0	7	0	-0.2	-4
CCC1(CC)C(=O)NC(=S)N=C1N
  5	0	-6	-2	27	-13	0	-0.1	1
Cc1nnc(SCC(=O)N2CCOCC2)s1
  -2	-3	-2	-2	6	6	0	0.1	5
CCn1nnnc1SCC(=O)N(C)C1CCS(=O)(=O)C1 (stereo unspecified)
  6	3	-5	-2	-1	2	0	1.6	4
C[C@@H]1CN([C@@H](C)CO)C(=O)c2cc(C#Cc3ccccc3)cnc2O[C@@H]1CN(C)Cc1ccccn1
  -5	0	2	3	0	0	2	0.2	-11
O=c1ccncn1C1OC(CO)C(O)C1O (stereo unspecified)
  -9	4	-7	8	-7	7	1	-0.1	-9
N=C1/C(=C\c2ccc(Br)o2)C(=O)N=C2SC(CC(=O)N3CCCCC3)=NN12
  -1	0	-19	0	1	0	4	-0.2	-10
OC(COC(c1ccc(Cl)cc1)c1ccc(Cl)cc1)CN1CCc2ccccc2C1 (stereo unspecified)
  29	-4	-7	-7	3	0	2	16*	-8
O=C(COC(=O)CNC(=O)c1ccc(F)cc1)Nc1cccc(S(=O)(=O)N2CCCC2)c1
  2	3	7	-7	5	-1	2	1.4	-1
COc1ccc(-c2coc3cc(O)ccc3c2=O)cc1O
  11	6	-8	0	1	-7	2	2.3	-20
Cc1ccc2cc(CCNC(=O)CC(C)C)c(=O)[nH]c2c1
  24	1	-13	0	5	-5	0	0.3	-4
CCOC(=O)C1C(C#N)=C(N)OC(C)=C1c1ccncc1 (stereo unspecified)
  6	0	3	-1	4	-1	1	-0.2	-2
Cc1ccc(/C=N/NC(=O)NC23CC4CC(CC(C4)C2)C3)o1
  12	7	-8	-7	-4	-4	1	0.9	0
O=C(NC1CCCC1)c1ccc(CS(=O)Cc2ccc(Cl)cc2)o1 (stereo unspecified)
  -3	-2	10	0	-2	1	0	13	9
Cn1c(N2CCN(c3ccccn3)CC2)nc2c1c(=O)n(Cc1ccccc1Cl)c(=O)n2C
  21	2	-7	6	4	-2	0	0.3	6
O=C(NC12CC3CC(CC(C3)C1)C2)c1ccc(-c2cccc(Cl)c2)o1
  9	-2	-1	1	-14	8	-1	0.1	-2
O=C(CN1CCCC1)Nc1ccc(Cl)cc1C(F)(F)F
  16	0	-16	12	-5	3	0	0.1	-9
N#Cc1ccc(Sc2nc3ccccc3[nH]2)cc1C#N
  -4	-1	8	4	3	-1	3	0.9	-1
Oc1cccc(/C=N/N2CCN(c3ccccn3)CC2)c1
  5	4	-3	-8	-6	4	2	1.4	-8
COC(=O)c1[nH]c2cc(C)ccc2c1NC(=O)CN1CCN(c2ccccc2OC)CC1
  -1	1	3	-6	4	-7	9	2.7	2
CCN1C(=O)[C@@H]2[C@@H](c3ccc(-c4cccc(Cl)c4)c(OC)c3)N3CCCC[C@@]3(C(=O)OC)[C@@H]2C1=O
  4	4	-7	-9	-3	-9	-1	0.2	7
Cc1ccc2cccc(OCc3ccccc3)c2n1
  -21	-6	14	-4	7	0	0	0.1	1
CCN(C[C@H]1N[C@@](C)(C(=O)OC)[C@H]2C(=O)N(Cc3ccccc3)C(=O)[C@@H]12)C(=O)c1ccccc1
  -9	4	11	-4	0	-7	3	0.5	-1
CN1CCN(c2ccccc2NC(=O)c2ccc(Br)o2)CC1
  18	-10	-7	1	6	-1	2	0.1	-5
COc1ccc(C=NNC(=O)CCCC(=O)NN=Cc2ccc(OC)c(OC)c2)cc1OC
  -12	2	2	-5	10	-27	14	3.5	5
CC(C)NC(=O)CN(C(=O)CCC(=O)Nc1ccccn1)c1ccc(F)c(Cl)c1
  19	-3	-9	5	-2	3	1	0.2	7
O=C(/C=C/c1ccc(Cl)c([N+](=O)[O-])c1)Nc1ccc(N2CCCC2)c(Cl)c1
  -5	-2	0	1	6	-3	2	0.6	3
COC(=O)[C@]12CCCCC=C1N(CCc1ccc(OC)c(OC)c1)C(=O)[C@H](CC(=O)N1CCOCC1)C2
  .	6	.	-8	-3	-3	18	.	0
Cc1cccc(C(=O)OCC(=O)Nc2nnc(-c3ccccc3)o2)c1O
  7	2	-5	6	-6	7	0	1.3	2
O=C(Nc1ccc(Nc2ccccc2)cc1)c1ccc(Cl)cc1
  12	-5	-5	-49	15	-30	11	7.5	8
c1ccc2c(c1)CCCN2Cc1nnc2n1CCCCC2
  4	0	-1	2	1	4	3	0.7	2
C(=N\n1cnc2ccccc21)/c1cccnc1
  10	1	4	3	4	-1	-1	0.8	4
COc1ccc(OC)c(/C=N/NC(=O)C(O)c2ccccc2)c1 (stereo unspecified)
  10	11	0	10	-4	-5	0	0.7	-1
O=C1[C@H]2[C@@H](c3ccc(F)cc3)N3C(=O)N(c4cccc(Br)c4)C(=O)[C@@]3(Cc3ccc(Cl)cc3)[C@H]2C(=O)N1C1CCCCC1
  2	6	-2	17	-6	8	2	-0.3	-7
CCOC(=O)c1cc2nc(-c3ccco3)cc(C(F)(F)F)n2n1
  8	-1	-6	2	-2	2	1	0.4	-1
COC(=O)c1ccc(NC(=O)CSc2nc3[nH]ncc3c(=O)[nH]2)cc1
  -1	2	3	5	5	2	1	0.8	-16
FC(F)(F)c1ccc(NC(=S)NCc2ccccc2)cc1
  -10	4	17	-14	17	-11	12	11	11
C1CCN(C2CCN(c3nc4nonc4nc3N3CCSCC3)CC2)C1
  -5	-9	8	-20	7	-11	1	0.2	31*
CCCCN(C(=O)C(C)(C)Oc1ccc(Cl)cc1)c1c(N)n(CCC)c(=O)[nH]c1=O
  3	3	-23	3	11	-1	1	1.6	0
CCNC(=O)Nc1cc(S(=O)(=O)N2CCOCC2)ccc1N1CCCCC1
  22	2	-21	5	2	1	0	0.7	-4
O=C(COC(=O)C1CCN(S(=O)(=O)c2ccc3c(c2)OCCO3)CC1)NC1CCCCC1
  6	0	2	1	1	6	2	0.8	-11
Cc1ccc(C(=O)Cn2c3[n+](c4ccccc42)CC(O)CS3)cc1 (stereo unspecified)
  6	-5	-4	3	1	0	0	2.6	4
O=C(Nc1ccc(S(=O)(=O)NCC2CCCO2)cc1)c1ccc(Cl)cc1[N+](=O)[O-] (stereo unspecified)
  18	-5	-7	6	1	-12	2	1.5	-5
CCOC(=O)c1c(C)[nH]c(C)c1C(=O)CSc1nnc(-c2cc(OC)c(OC)c(OC)c2)o1
  10	-1	-2	-5	-1	-5	0	1.0	1
O=C(Nc1cccc2ccccc12)N(c1ccccc1)c1ccccc1
  13	-3	-16	-4	16	-7	0	0.3	-5

Source: PubChem

An unsorted share of the library; about 2.7% have a hit in one of these screens.
